GPR55 antagonists – inhibition of LPI-stimulated GPR55 beta-arrestin translocation – imaging, U2OS, beta-arrestin-GFP, LPI agonist, primary screen (AID 2013); hit rate 0.13% among 290,000; inhibition, % at 10 µM; hits with a dose series show IC50 in µM; U2OS GPR55 beta-arrestin-GFP translocation imaging, LPI antagonism; higher % means a stronger effect;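 active = spots per cell inhibited over 60%, with over 100 cells counted and total cytoplasm intensity under 500,000; inconclusive = wells with under 100 cells, flagged as likely toxic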;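 also: U2OS cells stably carrying GPR55 and arrestin-GFP stimulated by 5 µM LPI near EC80; imaged beta-arrestin-GFP aggregate spots per cell after agonist stimulation; plate controls were LPI-stimulated DMSO wells for no effect and DMSO wells without LPI for full effect; some results filed as inactive read as strong as hits; confirmed hits need IC50 under 10 µM and bright autofluorescent wells are also inconclusive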
GPR55 activation – GPR55 agonists via beta-arrestin recruitment, primary screen, imaging, U2OS cells, beta-arrestin-GFP redistribution (AID 1961); U2OS GPR55 beta-arrestin-GFP redistribution imaging; higher % means a stronger effect; one-dose activation, % at 10 µM; EC50 in µM for titrated hits; hit rate 0.048% among 290,000;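 active = activation above 40% with more than 50 cells counted in the well; inconclusive = wells holding fewer than 50 cells, flagged as toxic or sparse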;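 also: U2OS osteosarcoma cells stably expressing GPR55 and beta-arrestin-GFP; plate controls were DMSO negative control for no effect and LPI positive control for full effect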
HEK293 NOD2/NF-kB – inhibition of NOD2-driven NF-kB reporter – cell-based, luminescence, uHTS, HEK293 (AID 1566); HEK293 NOD2/NF-kB luciferase reporter, luminescence; higher % means a stronger effect; inhibition, % at 4 µM, or EC50 in µM where a hit was titrated; hit rate 0.63% among 290,000; also: many of its hits are not listed in these tables
KOR beta-arrestin-1 – KOR antagonists, beta-arrestin recruitment, cell-based, luminescence, uHTS (AID 1778); inhibition, % at 10 µM, or IC50 in µM where a hit was titrated; hit rate 0.091% among 290,000; KOR beta-arrestin recruitment, luminescence, antagonist mode; higher % means a stronger effect; also: strong numbers were not always called active
KOR beta-arrestin-2 – KOR agonists, beta-arrestin recruitment, primary screen, cell-based, luminescence, uHTS (AID 1777); KOR beta-arrestin recruitment, luminescence; higher % means a stronger effect; hit rate 0.02% among 280,000; activation, % at 10 µM, or EC50 in µM where a hit was titrated; in the data active = activation above about 50%, passing the limit was not always enough; also: a part of the inactive calls stands beside numbers as strong as those of hits
HIV peptide binding – cell-free HIV fusion peptide-binding blockers – biochemical, uHTS, fluorescence dequenching, primary screen (AID 1986); inhibition, % at 20 µM, or IC50 in µM where a hit was titrated; hit rate 0.3% among 290,000; cell-free peptide binding, fluorescence dequenching, 30 min; higher % means a stronger effect; in the data active = inhibition mostly above about 52%, no sharp cut-off; inactive = mostly below about 76%; also: some results filed as inactive read as strong as hits
NOD1 inhibition – NOD1 signaling inhibitors, primary screen, cell-based, luminescence, uHTS (AID 1578). inhibition, % at 4 µM; hits with a dose series show EC50 in µM. NOD1-driven NF-kB luciferase reporter cells, luminescence; higher % means a stronger effect. hit rate 1% among 290,000; in the data active = inhibition mostly above about 36%, no sharp cut-off; inactive = mostly below about 34%;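 also: HEK-293T reporter cells stimulated with the NOD1 agonist gamma-tri-DAP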
GPR35 antagonists – inhibition of zaprinast-stimulated GPR35 beta-arrestin translocation – imaging, U2OS, beta-arrestin-GFP, zaprinast agonist, primary screen (AID 2058); U2OS GPR35 beta-arrestin-GFP translocation imaging, zaprinast antagonism; higher % means a stronger effect; inhibition, % at 10 µM, or IC50 in µM where a hit was titrated; hit rate 0.052% among 290,000;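 active = inhibition of at least 50% with at least 30 cells and total cytoplasm GFP at most 10,000,000; inconclusive = under 30 cells or total GFP of 10,000,000 plus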
Myeloid diff 2 – compounds promoting myeloid differentiation; calls only at 10 µM; hit rate 1% among 360,000; ER-HoxA9 myeloid progenitors, lysozyme-GFP differentiation, flow cytometry;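 active = normalized GFP-positive differentiation at or above the plate's own cutoff, the solvent-only control mean plus 3 SD; inconclusive = no clear call, values can overlap the other calls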;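 also: cells exposed to compound for four days before flow analysis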
Myeloid diff 2 GFP+ MAC1+ % – also measured in Myeloid diff 2; calls as there; GFP+ MAC1+ double positive, %; measured here: differentiation confirmed by MAC1 staining
Starred values were filed as active, the others as inactive; [ ] = dose if it differs, or a comment. Rule as the data show it, unless noted: active = inhibition above about 50%; inactive = the rest. This is a subset. The share of hits here may be higher or lower than overall.

`CCOc1ccc2c(c1)c1nnc(SCC(=O)N3CCC(C)CC3)nc1n2C` gave GPR55 antagonists -7%, GPR55 activation -0.1%, HEK293 NOD2/NF-kB 4%, KOR beta-arrestin-1 -22%, KOR beta-arrestin-2 3.7%, HIV peptide binding 1.4%, NOD1 inhibition -18%, GPR35 antagonists 10%, Myeloid diff 2 inactive and Myeloid diff 2 GFP+ MAC1+ % 0.4.
`Cc1ccccc1C(=O)N1CCN(c2nc(N3CCOCC3)nc(N3CCOCC3)n2)CC1` gave GPR55 antagonists 4%, GPR55 activation -0.2%, HEK293 NOD2/NF-kB 7%, KOR beta-arrestin-1 13%, KOR beta-arrestin-2 1.1%, HIV peptide binding -2.4%, NOD1 inhibition -11%, GPR35 antagonists 12%, Myeloid diff 2 inactive and Myeloid diff 2 GFP+ MAC1+ % 1.0.
Fc1ccc(OCc2nn3cnnc3s2)cc1 was read as GPR55 antagonists 10%, GPR55 activation 0.2%, HEK293 NOD2/NF-kB 2%, KOR beta-arrestin-1 -15%, KOR beta-arrestin-2 -0.3%, HIV peptide binding 1.0%, NOD1 inhibition -21%, GPR35 antagonists -9%, Myeloid diff 2 inactive and Myeloid diff 2 GFP+ MAC1+ % 1.3.
For COc1cc(/C=N/Nc2ccc(Cl)cc2)ccc1OC(=O)c1cccs1 the results were GPR55 antagonists 10%, GPR55 activation 0.1%, HEK293 NOD2/NF-kB 18%, KOR beta-arrestin-1 -22%, KOR beta-arrestin-2 5.7%, HIV peptide binding 4.6%, NOD1 inhibition -8%, GPR35 antagonists 6%, Myeloid diff 2 inactive and Myeloid diff 2 GFP+ MAC1+ % 0.7.
C/C(CC(=O)Nc1ccc([N+](=O)[O-])cc1)=N\NC(=O)c1ccccc1O was read as GPR55 antagonists 5%, GPR55 activation 0.0%, HEK293 NOD2/NF-kB -1%, KOR beta-arrestin-1 -10%[20 µM], KOR beta-arrestin-2 -4.1%, HIV peptide binding 4.1%, NOD1 inhibition -20%, GPR35 antagonists 3%, Myeloid diff 2 inactive and Myeloid diff 2 GFP+ MAC1+ % 0.2.
COc1cc([C@@H]2c3cc4c(cc3[C@@H](O)[C@@H](CO)[C@@H]2CO)OCO4)cc(OC)c1O[Si](C)(C)C(C)(C)C was read as GPR55 antagonists 4%, GPR55 activation -0.1%, HEK293 NOD2/NF-kB 21%, KOR beta-arrestin-1 5%, KOR beta-arrestin-2 2.8%, HIV peptide binding -1.5%, NOD1 inhibition 5% and GPR35 antagonists 2%.
N#Cc1cc2c(=O)n3ccccc3nc2n(Cc2ccco2)c1=NC(=O)c1ccco1 was read as GPR55 antagonists -1%, GPR55 activation 0.6%, HEK293 NOD2/NF-kB 1%, KOR beta-arrestin-1 -50%, KOR beta-arrestin-2 -0.4%, HIV peptide binding 42%, NOD1 inhibition -12%, GPR35 antagonists 3% and Myeloid diff 2 inconclusive.
For CCC1CCCCN1C(=O)Nc1ccc(F)cc1 (centres undefined) the results were GPR55 antagonists 13%, GPR55 activation 0.3%, HEK293 NOD2/NF-kB 16%, KOR beta-arrestin-1 4%, KOR beta-arrestin-2 -3.6%, HIV peptide binding -2.9%, NOD1 inhibition -14%, GPR35 antagonists 20%, Myeloid diff 2 inactive and Myeloid diff 2 GFP+ MAC1+ % 2.5.
Screening COc1ccccc1NC(=O)Cc1nnc(SCC(=O)Nc2ccccc2F)n1C returned GPR55 antagonists 8%, GPR55 activation 1.0%, HEK293 NOD2/NF-kB 17%, KOR beta-arrestin-1 5%, KOR beta-arrestin-2 -5.6%, HIV peptide binding -1.3%, NOD1 inhibition -11%, GPR35 antagonists 19%, Myeloid diff 2 inactive and Myeloid diff 2 GFP+ MAC1+ % 0.2.
Screening CC#CCCc1nc2ccccc2c(=O)n1N returned GPR55 antagonists 11%, GPR55 activation -0.3%, HEK293 NOD2/NF-kB -8%, KOR beta-arrestin-1 -2%, KOR beta-arrestin-2 2.9%, HIV peptide binding 3.6%, NOD1 inhibition -12%, GPR35 antagonists 4%, Myeloid diff 2 inactive and Myeloid diff 2 GFP+ MAC1+ % 1.6.
For Cn1ccnc1C(O)(c1ccccc1)c1nccn1C the results were GPR55 antagonists -14%, GPR55 activation -0.1%, HEK293 NOD2/NF-kB 9%, KOR beta-arrestin-1 -6%, KOR beta-arrestin-2 3.5%, HIV peptide binding -0.9%, NOD1 inhibition -12%, GPR35 antagonists 3%, Myeloid diff 2 inactive and Myeloid diff 2 GFP+ MAC1+ % 0.3.
For CCOc1ccc(CN(C(=O)c2cc3ccccc3oc2=O)C2CCS(=O)(=O)C2)cc1 (centres undefined) the results were GPR55 antagonists 3%, GPR55 activation -0.3%, HEK293 NOD2/NF-kB -68%, KOR beta-arrestin-1 -18%, KOR beta-arrestin-2 2.3%, HIV peptide binding -0.3%, NOD1 inhibition -14%, GPR35 antagonists -3%, Myeloid diff 2 inactive and Myeloid diff 2 GFP+ MAC1+ % 0.5.
For CC[C@@]12C(=O)N(c3ccc(OC)cc3)C(=O)N1[C@H](c1ccc(Cl)cc1)[C@@H]1C(=O)N(C3CCCCC3)C(=O)[C@@H]12 the results were GPR55 antagonists 4%, GPR55 activation -0.2%, HEK293 NOD2/NF-kB 10%, KOR beta-arrestin-1 -59%[20 µM], KOR beta-arrestin-2 -2.4%, HIV peptide binding -0.4%, NOD1 inhibition -8%, GPR35 antagonists 0%, Myeloid diff 2 inactive and Myeloid diff 2 GFP+ MAC1+ % 1.5.
For Cc1ccc(Cl)c2c1NC(=O)C2(O)CC(=O)c1ccc(F)cc1 (centres undefined) the results were GPR55 antagonists 15%, GPR55 activation 0.4%, HEK293 NOD2/NF-kB -14%, KOR beta-arrestin-1 -31%, KOR beta-arrestin-2 -0.1%, HIV peptide binding 5.3%, NOD1 inhibition -26%, GPR35 antagonists 4%, Myeloid diff 2 inactive and Myeloid diff 2 GFP+ MAC1+ % 1.2.
`CCn1c2ccccc2c2cc(NC(=O)Nc3ccc([N+](=O)[O-])cc3C)ccc21` gave GPR55 antagonists 2%, GPR55 activation -1.9%, HEK293 NOD2/NF-kB 42%, KOR beta-arrestin-1 -7%, KOR beta-arrestin-2 0.5%, HIV peptide binding -0.4%, NOD1 inhibition -6% and GPR35 antagonists -6%.
`COc1cccc(-c2noc(C3CCCN(C(=O)c4cccc(F)c4)C3)n2)c1` (centres undefined) gave GPR55 antagonists -6%, GPR55 activation -0.1%, HEK293 NOD2/NF-kB 4%, KOR beta-arrestin-1 -31%[20 µM], KOR beta-arrestin-2 -3.3%, HIV peptide binding -1.1%, NOD1 inhibition -4%, GPR35 antagonists -15%, Myeloid diff 2 inactive and Myeloid diff 2 GFP+ MAC1+ % 1.3.
`CCN(CC)c1ccc(C=Nc2ccc(C)cc2)c(O)c1` gave GPR55 antagonists -5%, GPR55 activation -0.4%, HEK293 NOD2/NF-kB 16%, KOR beta-arrestin-1 -17%, KOR beta-arrestin-2 12%, HIV peptide binding -0.9%, NOD1 inhibition 40%, GPR35 antagonists -8%, Myeloid diff 2 inactive and Myeloid diff 2 GFP+ MAC1+ % 0.3.
CC(C)=NNC(=O)C1=NNC(=O)C1 was read as GPR55 antagonists -4%, GPR55 activation -0.2%, HEK293 NOD2/NF-kB -7%, KOR beta-arrestin-1 34%, KOR beta-arrestin-2 0.6%, HIV peptide binding -1.6%, NOD1 inhibition -6%, GPR35 antagonists -12%, Myeloid diff 2 inactive and Myeloid diff 2 GFP+ MAC1+ % 0.1.
For CCOc1ccccc1NC(=S)N1CCN(c2ccccc2)CC1 the results were GPR55 antagonists -2%, GPR55 activation 0.0%, HEK293 NOD2/NF-kB -13%, KOR beta-arrestin-1 6%, KOR beta-arrestin-2 2.8%, HIV peptide binding -0.1%, NOD1 inhibition -12%, GPR35 antagonists 17%, Myeloid diff 2 inactive and Myeloid diff 2 GFP+ MAC1+ % 0.7.
For O=C(CN1CCN(c2ccccn2)CC1)Nc1ccc(F)cc1 the results were GPR55 antagonists 19%, GPR55 activation -0.1%, HEK293 NOD2/NF-kB -18%, KOR beta-arrestin-1 12%, KOR beta-arrestin-2 9.5%, HIV peptide binding 3.0%, NOD1 inhibition -29%, GPR35 antagonists 2%, Myeloid diff 2 inactive and Myeloid diff 2 GFP+ MAC1+ % 0.5.

Reprinted at random: two records from the list
For CC[C@@]12C(=O)N(c3ccc(OC)cc3)C(=O)N1[C@H](c1ccc(Cl)cc1)[C@@H]1C(=O)N(C3CCCCC3)C(=O)[C@@H]12 the results were GPR55 antagonists 4%, GPR55 activation -0.2%, HEK293 NOD2/NF-kB 10%, KOR beta-arrestin-1 -59%[20 µM], KOR beta-arrestin-2 -2.4%, HIV peptide binding -0.4%, NOD1 inhibition -8%, GPR35 antagonists 0%, Myeloid diff 2 inactive and Myeloid diff 2 GFP+ MAC1+ % 1.5.
For CCOc1ccccc1NC(=S)N1CCN(c2ccccc2)CC1 the results were GPR55 antagonists -2%, GPR55 activation 0.0%, HEK293 NOD2/NF-kB -13%, KOR beta-arrestin-1 6%, KOR beta-arrestin-2 2.8%, HIV peptide binding -0.1%, NOD1 inhibition -12%, GPR35 antagonists 17%, Myeloid diff 2 inactive and Myeloid diff 2 GFP+ MAC1+ % 0.7.

Later entries.
O=C1c2ccccc2NC(c2ccc(Cl)cc2Cl)N1O (centres undefined) was read as GPR55 antagonists 29%, GPR55 activation 0.0%, HEK293 NOD2/NF-kB 22%, KOR beta-arrestin-1 0%, KOR beta-arrestin-2 2.0%, HIV peptide binding 0.9%, NOD1 inhibition 6%, GPR35 antagonists 10%, Myeloid diff 2 inactive and Myeloid diff 2 GFP+ MAC1+ % 0.9.
`COc1ccc(CN2CCNC(=O)C2CC(=O)NCCC2=CCCCC2)cc1OC` (centres undefined) gave GPR55 antagonists -3%, GPR55 activation -0.3%, HEK293 NOD2/NF-kB -5%, KOR beta-arrestin-1 -18%[20 µM], KOR beta-arrestin-2 1.3%, HIV peptide binding 0.4%, NOD1 inhibition -30%, GPR35 antagonists 3%, Myeloid diff 2 inactive and Myeloid diff 2 GFP+ MAC1+ % 0.8.
CCCCn1c(SCC(=O)Nc2cc(C(F)(F)F)cc(C(F)(F)F)c2)nnc1C(CC)N(C)C (centres undefined) was read as GPR55 antagonists 10%, GPR55 activation -0.2%, HEK293 NOD2/NF-kB -48%, KOR beta-arrestin-1 10%, KOR beta-arrestin-2 9.1%, HIV peptide binding 1.1%, NOD1 inhibition -26%, GPR35 antagonists -4%, Myeloid diff 2 inactive and Myeloid diff 2 GFP+ MAC1+ % 1.2.
`Cc1cc(C(=O)NN=C2CCCCCC2)c(C)o1` gave GPR55 antagonists 12%, GPR55 activation 0.0%, HEK293 NOD2/NF-kB 3%, KOR beta-arrestin-1 19%, KOR beta-arrestin-2 0.4%, HIV peptide binding -0.6%, NOD1 inhibition -2%, GPR35 antagonists -2%, Myeloid diff 2 inactive and Myeloid diff 2 GFP+ MAC1+ % 0.5.
